# Screens deposited in PubChem BioAssay by several laboratories.
# PKA-R1A activ: activators of PKA-R1A complex. P00514+P68181. PKA-R1A dissociation, Cy5-IP20 fluorescence polarization; scaled: DMSO 0%, 113 µM cGMP 100%. activation, % at 11.4 µM. actives 0.083% (n = 340,000);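 active = percent activation above the mean of all tested compounds plus 3 SD, cut at about 19% in these data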;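 note: higher means more PKAc released from R1A so a rise in polarization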
# OPRM1-OPRD1 ag: agonists of human mu-delta opioid receptor heterodimerization. P35372+P41143. cells, OPRM1-OPRD1 heterodimerization, luminescence. activation, % at 9.3 µM. actives 0.3% (n = 340,000). AID 504326; in the data active = activation above about 18%;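 note: 0% = vehicle-treated cells and 100% = reference agonist; values of inactives mirror those of a sister screen read the other way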
# Target sequence (P35372 whole entry, looked up): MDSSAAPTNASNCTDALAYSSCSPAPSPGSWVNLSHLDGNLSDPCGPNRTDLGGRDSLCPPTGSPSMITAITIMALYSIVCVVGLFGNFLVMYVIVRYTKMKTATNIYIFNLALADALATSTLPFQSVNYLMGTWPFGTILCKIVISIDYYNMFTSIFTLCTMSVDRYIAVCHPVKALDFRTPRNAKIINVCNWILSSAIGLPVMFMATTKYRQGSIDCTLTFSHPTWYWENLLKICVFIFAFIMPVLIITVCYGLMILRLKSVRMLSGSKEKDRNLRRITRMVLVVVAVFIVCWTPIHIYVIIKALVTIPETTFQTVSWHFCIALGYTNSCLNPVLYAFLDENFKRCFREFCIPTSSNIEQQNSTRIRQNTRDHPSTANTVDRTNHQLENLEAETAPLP
# Target sequence (P41143 whole entry, looked up): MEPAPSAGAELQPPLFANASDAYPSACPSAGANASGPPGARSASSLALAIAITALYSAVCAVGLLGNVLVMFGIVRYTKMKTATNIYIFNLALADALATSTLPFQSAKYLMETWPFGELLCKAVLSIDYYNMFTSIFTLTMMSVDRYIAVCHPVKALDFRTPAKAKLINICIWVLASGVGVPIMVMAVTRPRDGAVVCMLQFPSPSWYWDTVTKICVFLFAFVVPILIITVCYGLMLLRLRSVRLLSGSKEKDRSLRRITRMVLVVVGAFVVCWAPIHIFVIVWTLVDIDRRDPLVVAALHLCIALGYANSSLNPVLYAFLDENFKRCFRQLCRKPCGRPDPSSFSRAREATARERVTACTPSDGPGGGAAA
# Mot1-301 SUMO: SUMOylation pathway inhibition by Mot1-301 growth rescue; S. cerevisiae Mot1-301 growth rescue, ATP luminescence, 38.5C; percent above DMSO median, 100 means doubled; growth rescue, % at 18.8 µM; AID 2716; actives 1% (n = 320,000);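 active = every valid replicate shows activation above 250% relative to neutral control wells; inactive = the rest, any valid replicate at or below 250%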;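 note: OY570 slx delta 5 strain wells were the positive control but not used for scaling; some compounds called inactive have numbers as strong as hits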
# E coli growth: counter-screen for AddAB inhibitors: E. coli growth inhibition. E. coli V3065 growth, OD600 absorbance, 18 h. inhibition, % at 11.9 µM. actives 0.27% (n = 330,000);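 active = inhibition above the campaign's mean inhibition across all tested compounds plus 3 SD, cut at about 9.9% in these data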;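 note: uninfected addAB+ strain grown without phage in ampicillin broth; 0% = DMSO wells and 100% = ciprofloxacin 0.95 µg/ml wells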
# Tat export inh: blocks Tat-dependent protein export in E. coli; E. coli MC4100 TorA-mCherry Tat export, fluorescence; inhibition, % at 10 µM; actives 0.036% (n = 340,000);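 active = mean replicate inhibition at least 50% and at least half of replicates individually reaching 50%; inconclusive = only one of the two criteria met; inactive = neither criterion met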;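 note: exported cargo escapes ClpAP degradation while cytoplasmic cargo is degraded and loses fluorescence; 0% = median of neutral control wells and 100% = median of NaSCN control wells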
# phage Ecoli inh: E. coli growth loss with phage present. inhibition, % at 11.9 µM. actives 0.26% (n = 360,000). AID 651602. growth absorbance; in the data active = inhibition above about 11%
# AddAB inh: less growth of phage-infected E. coli with AddAB; E. coli expressing H. pylori AddAB, absorbance growth; inhibition, % at 11.9 µM; actives 0.29% (n = 330,000); AID 435030; in the data active = inhibition above about 12%;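 note: 0% = vehicle wells of infected cells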
# MOR-DOR inv ag: mu-delta opioid heterodimer inverse agonism; inhibition, % at 9.3 µM; P35372+P41143; AID 504357; cell-based MOR-DOR heterodimer luminescence; actives 0.21% (n = 340,000); in the data active = inhibition above about 22%, passing the limit was not always enough;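 note: 0% = cells with DMSO and 100% = wells without cells with DMSO; values of inactives mirror those of a sister screen read the other way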
# PKA-R2B act: activates the human PKA-R2B holoenzyme complex. actives 0.079% (n = 340,000). P22694+P31323. PKA-R2B holoenzyme dissociation, Cy5-IP20 fluorescence polarization; R2B truncated from residue 108, S112A mutant; 0% DMSO only, 100% 113 µM cGMP. activation, % at 11.4 µM;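 active = activation above a cutoff set at the mean over all compounds plus 3 SD, cut at about 18% in these data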;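 note: higher means more holoenzyme dissociation and a rise in polarization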
# HTR5A inv ag: inverse agonist of human HTR5A in OPRM1-OPRD1 counter-screen; P47898; HTR5A cell line, luminescence, inverse agonism; inhibition, % at 9.3 µM; actives 0.083% (n = 340,000); AID 504634; in the data active = inhibition mostly above about 23%, no sharp cut-off; inactive = mostly below about 18%;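 note: 0% = cells with DMSO and 100% = no-cell wells with DMSO; some compounds called inactive have numbers as strong as hits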
# PfHsp90 set2: inhibits growth of yeast expressing Plasmodium falciparum Hsp90 | inhibition, % at 9.4 µM | AID 504621 | S. cerevisiae expressing PfHsp90, BacTiter-Glo ATP, 48 h; yeast lacking PDR1 and PDR3 efflux regulators | actives 0.32% (n = 310,000);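 active = every replicate shows inhibition above about 80%, whatever the replicate mean, limit read from the data; inconclusive = mean inhibition reaches the set limit but some replicate falls short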;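 note: 0% = DMSO neutral controls and 100% = 20 µM radicicol positive controls; yeast relying on Plasmodium falciparum Hsp90 in place of its own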
# Active calls of the source: *; i = inactive; ? = inconclusive; / = not tested or not shown. No enrichment for hits, and some 2.2% of all compounds hit somewhere here.
SMILES,PKA-R1A activ,OPRM1-OPRD1 ag,Mot1-301 SUMO,E coli growth,Tat export inh,phage Ecoli inh,AddAB inh,MOR-DOR inv ag,PKA-R2B act,HTR5A inv ag,PfHsp90 set2
O=C(NN=C1CCCCCC1)C(=O)Nc1cccc(Br)c1,-17,-2.1,15,0.1,-4,-0.5,2.8,11,-8,-7,-6
CCN=c1scc(C)n1/N=C/c1cc(Br)c(O)c(Br)c1,5,0.3,7,2.5,-12,2.2,5.2,-2,1,3,17
C#CCOc1ccc(/C=C2/C(=O)NN(c3ccccc3)C2=O)cc1OC,2,-2.2,7,3.6,0,-0.2,1.3,11,0,9,-7
Cc1cc(C)cc(C(=O)NC(CC(N)=O)c2ccc(N3CCN(C)CC3)c([N+](=O)[O-])c2)c1 (stereo not given),0,-3.3,14,-1.2,0,1.3,1.8,19,-2,-21,-10
Cc1ccc(CCNC(=O)c2coc3nc4ccccc4nc23)cc1,-1,-0.9,-10,2.4,-33,1.4,-2.1,5,-8,-19,10
CN(C(=O)CN1C(=O)NC(C)(c2cccc(Br)c2)C1=O)C1CCCCC1 (stereo not given),-3,2.6,2,-1.7,2,2.9,2.5,-11,2,1,-7
CNC(=S)NNC(=O)c1ccccc1Br,1,-3.2,22,-2.8,3,6.2,-0.2,17,10,-5,-20
CC(C)COc1ccc(N)cc1OCC(C)C,9,-1.3,-45,-0.6,1,0.0,2.4,7,-11,7,11
COc1ccc(-c2oc3ccccc3c(=O)c2OC(=O)c2ccc(C)cc2)cc1,3,0.0,i,-0.9,7,3.2,2.8,0,4,-4,-5
CCCC(=O)NC(=S)Nc1cccc(-c2nc3ncccc3o2)c1,-6,-2.9,6,0.7,-3,2.3,0.5,14,-11,-5,18
CCOc1ccccc1NC(=O)c1cc(Cl)ccc1NC(=O)c1ccco1,-3,-0.4,5,-2.2,-11,1.6,0.6,2,-7,-20,-5
Oc1ccccc1/C=N/Nc1ncc(Br)cn1,-4,1.2,9,-6.6,2,0.2,4.0,-6,26*,-17,-26
COC(=O)CCCNC(=O)c1ccccn1,-3,0.7,-5,1.5,0,0.5,-0.3,-4,-15,-2,3
Cc1nn(Cc2cccc(F)c2)c(C)c1NC(=O)c1c([N+](=O)[O-])c(C)nn1C,1,-1.8,-5,3.7,-2,6.3,4.2,9,-6,-9,10
Cc1ccc2cc(CN(CCCO)S(=O)(=O)c3cccc4nsnc34)c(=O)[nH]c2c1,4,-2.7,247,1.6,-5,3.2,4.2,13,-6,-3,0
Nn1c(SCC(=O)NC2CCCCC2)nnc1-c1ccc(Cl)cc1,0,-2.2,-3,0.3,-2,4.5,1.9,13,6,-11,/
COc1ccc(S(=O)(=O)NCc2cccs2)cc1,-1,-2.9,14,0.6,2,2.3,2.3,15,-6,0,-32
O=S(=O)(NC1Cc2ccccc2C1)c1ccccc1,-8,-1.6,-12,/,4,-0.3,/,7,11,-11,-19
COC(=O)c1c(NC(NC(=O)CC(C)C)C(Cl)(Cl)Cl)sc2c1CCC2 (stereo not given),2,6.2,5,0.5,0,1.7,2.8,-32,3,-7,-9
O=C(c1cccc(Br)c1)N1CCN(S(=O)(=O)N2CCCCCC2)CC1,-8,-2.8,-2,0.1,-1,3.2,3.7,15,-2,13,14
CCCc1cc(=O)oc2cc(C)cc(OC(C)C(=O)NCc3cccnc3)c12 (stereo not given),-6,-2.4,-4,-1.5,1,2.7,2.0,12,-5,1,-16
CCOc1ccc(NC(=O)NCC2CCN(Cc3ccc(F)cc3)CC2)cc1,-6,-2.4,187,-2.1,-2,5.1,3.3,11,5,-12,-4
CCOC(=O)/C=C/C(=O)Nc1ccc(-c2nnc3n2CCCCC3)cc1,3,-2.2,-12,1.6,6,-1.4,3.5,10,4,-10,21
C=CCN1C(=O)C(CC(=O)O)SC1=Nc1ccc(C)cc1 (stereo not given),-4,-1.2,12,2.3,1,2.4,-0.9,6,3,-11,4
C#CC(=O)N(c1ccc(OC)cc1OC)C(C(=O)NC1CCCC1)c1cccs1 (stereo not given),-13,52*,27,-0.9,3,4.4,1.9,-274,1,-121,5
O=C(Nc1ccc(F)cc1F)c1cc(-c2ccc3c(c2)OCO3)on1,2,-1.6,-21,-0.9,-9,5.1,4.1,9,-1,-3,-12
COc1cc(C(=O)OCC(=O)N2CCN(S(=O)(=O)c3ccc(C)cc3C)CC2)c([N+](=O)[O-])cc1OC,6,-1.0,/,/,2,-2.4,/,4,-5,-10,4
CCc1cccc(NC(=O)C2CCCN(c3ncnc4c3nc3n4CCCCC3)C2)c1 (stereo not given),-3,-4.2,-11,-2.6,11,2.4,1.7,22,-1,-7,20
COc1ccc(S(=O)(=O)N2CCN(C(=O)c3c(C)nn(-c4ccccc4)c3C)CC2)cc1,-6,-3.9,-29,1.2,-7,1.1,0.9,15,-11,19,10
O=C(Cc1ccccc1)Nc1ccnn1C1CCN(Cc2nccs2)CC1,-6,-1.0,0,-3.2,-6,2.4,0.3,5,-2,-5,-15

# Pulled one by one from the entries so far (2):
SMILES,PKA-R1A activ,OPRM1-OPRD1 ag,Mot1-301 SUMO,E coli growth,Tat export inh,phage Ecoli inh,AddAB inh,MOR-DOR inv ag,PKA-R2B act,HTR5A inv ag,PfHsp90 set2
CCc1cccc(NC(=O)C2CCCN(c3ncnc4c3nc3n4CCCCC3)C2)c1 (stereo not given),-3,-4.2,-11,-2.6,11,2.4,1.7,22,-1,-7,20
C=CCN1C(=O)C(CC(=O)O)SC1=Nc1ccc(C)cc1 (stereo not given),-4,-1.2,12,2.3,1,2.4,-0.9,6,3,-11,4

# (listing goes on)
SMILES,PKA-R1A activ,OPRM1-OPRD1 ag,Mot1-301 SUMO,E coli growth,Tat export inh,phage Ecoli inh,AddAB inh,MOR-DOR inv ag,PKA-R2B act,HTR5A inv ag,PfHsp90 set2
CC(/C=N/Nc1nc(N2CCCCC2)nc(N2CCCCC2)n1)=C\c1ccccc1,-8,-1.4,14,0.0,-2,-0.6,1.3,8,-4,8,4
NC(=O)c1cc(S(=O)(=O)N2CC=C(c3ccccc3)CC2)cs1,-6,-3.4,3,0.8,-4,-0.1,0.7,18,-7,5,-24
Cc1cc(N2CCN(C)CC2)nc(-c2ccccc2O)n1,-9,-1.1,1,-1.5,-4,1.4,1.1,5,0,-4,-12
Cc1ccc(C(c2nnnn2CS(=O)(=O)c2ccc(C)cc2)N2CCN(c3ncccn3)CC2)cc1 (stereo not given),-3,0.7,-21,-1.2,3,1.4,1.6,-4,7,-19,-8
O=C(CCC1CCCCC1)Nc1c2c(nn1-c1ccc(F)cc1)CS(=O)(=O)C2,-4,1.9,73,-0.2,13,2.3,0.1,-10,0,17,/
COc1cccc(C(=O)c2ncc(C(F)(F)F)cc2Cl)c1,-3,0.2,-4,1.2,-7,1.9,2.5,-1,-3,-2,0
CCN(CC)S(=O)(=O)N1CCC(C(=O)NCCN2CCOCC2)CC1,3,-2.5,-15,-1.9,3,4.4,-0.6,14,3,-10,-15
Clc1cccc(Cl)c1/C=N/Nc1c(Cl)cncc1Cl,-2,-0.1,-22,-2.3,-7,-0.5,-1.3,1,4,-2,2
Cc1cc(OCCCC(=O)NCCc2nnc3ccccn23)ccc1Cl,10,-5.2,-4,2.1,-7,3.9,3.0,20,3,-9,-7
Cc1ccc(C(C)(C)NC(=O)C2CCC(=O)N(Cc3ccccc3F)C2)cc1 (stereo not given),-2,-2.2,-1,2.1,8,1.0,-1.5,12,-7,-18,-3
Cc1cccc(NC(=O)COc2ccccc2C(=O)NC(C)c2ccccc2)c1 (stereo not given),7,3.9,250,0.8,4,/,3.9,-20,-5,-35,-9
COC(=O)Nc1ccc(S(=O)(=O)N2CCCCCC2)cc1,3,-0.5,21,-3.4,-2,3.4,1.5,3,2,4,-6
O=C1OC(CCl)CN1Cc1ccc([N+](=O)[O-])cc1 (stereo not given),12,-1.9,-6,-0.3,7,2.9,4.7,10,-3,5,-9
C=CCNc1nc(C(=O)OCC(=O)c2ccc(OC)cc2OC)cs1,-8,0.7,-1,0.4,-3,3.3,1.4,-5,2,14,21
CCc1nnc(NS(=O)(=O)c2ccc(N)cc2)s1,-6,-0.3,1,7.9,8,12*,8.2,1,2,-3,-1
Cc1ccc(C)c(N(CC(=O)N2CCCCCC2)S(C)(=O)=O)c1,8,0.8,-5,0.6,3,2.0,0.5,-4,1,-18,-7
COc1ccc(-c2cccc(NC(=O)c3ccco3)c2)nn1,8,-0.4,303,-0.2,7,1.9,2.7,2,5,8,-19
CC(=O)COc1cc(C)cc2oc(=O)cc(-c3ccccc3)c12,2,3.5,1,3.2,-5,5.2,3.1,-23,-4,2,11
COc1ccc(OC)c(/C=C/C(=O)OCC(=O)Nc2cccc(Oc3ccccc3)c2)c1,1,1.6,-10,1.2,-10,3.0,2.5,-8,-15,1,33
CC(C)=N/N=C1/NC(=O)C(CC(=O)Nc2cc(Cl)ccc2C)S1 (stereo not given),-5,-1.6,6,-0.7,8,2.4,-0.9,10,3,-15,4
Cc1cccc2c(=O)c(C(=O)NCCCN3CCOCC3)c[nH]c12,5,-1.4,12,1.6,4,1.8,1.5,8,-9,-24,7
Cc1c(CCC(=O)NCCCN2CCCC2=O)c(=O)oc2cc(O)ccc12,6,-3.5,-18,4.2,6,0.4,2.2,18,6,9,-16
CCC1CCCCN1C(=S)Nc1ccc(SC(F)F)cc1 (stereo not given),-1,-0.8,17,0.1,-1,4.5,2.2,5,9,1,-4
Cc1ccc(Nc2nc(-c3c(C)nc4ncccn34)cs2)cc1,-2,-3.5,-14,-1.2,5,1.3,0.2,18,-2,7,-57
CCOC(=O)c1csc(-c2ccc([N+](=O)[O-])cc2)n1,2,0.4,9,-1.5,-7,0.6,-0.8,-2,2,-1,-4
COc1ccc(NC(=S)NNC(=O)Cn2nc([N+](=O)[O-])cc2C)cc1,3,-1.2,18,0.3,0,0.8,2.9,6,6,6,8
c1ccc(Nc2nc(Nc3ccccc3)nc(N3CCNCC3)n2)cc1,-8,-2.3,-4,-1.8,?,0.2,0.2,12,-11,11,10
COc1ccc(NC(=O)c2sc(Cl)nc2-c2ccccc2)cc1,-16,-1.7,-3,1.8,-1,4.5,1.6,11,18,18,-1
O=C(O)c1ccccc1NS(=O)(=O)c1ccc(NN=Cc2cccc(Cl)c2)c([N+](=O)[O-])c1,-10,1.3,-25,-0.4,1,1.2,2.3,-6,2,15,6
OC1(c2ccc3c(c2)OCO3)CCN(Cc2ccc(F)cc2)CC1,-6,0.7,74,-1.3,-3,1.4,1.1,-4,-4,-8,-32
COCC1CCCN(Cc2nc(-c3ccc4c(c3)OCO4)no2)C1 (stereo not given),-8,-0.1,-6,-0.8,-3,-0.1,-1.5,1,-10,6,0
CCn1c2ccccc2c2cc(NC(=O)CN3CCCC3)ccc21,3,4.7,-10,-2.0,-8,-0.3,0.8,-30,-5,10,12
COC(=O)c1ccc([N+](=O)[O-])c(CS(=O)(=O)c2ccc(Cl)cc2)c1,0,1.9,-22,-1.3,0,-0.2,-0.6,-9,3,-17,-12
